# Screening results from PubChem BioAssay.
# Jurkat autofluor = compound fluoresces in Jurkat cells, VLA-4 screen interference. compound autofluorescence, flow cytometry; stronger effect = higher value; 1 = vehicle-only cell background. fluorescence ratio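 (tested at 10 µM compound in the well)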. 24,000 compounds, 0.61% hits;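 active = fluorescence ratio above 2.44, which is 1 plus 3 SD of all ratios; inconclusive = signal too bright to measure linearly, ratio around 10 or more; inactive = fluorescence ratio below 2.44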;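 note: green fluorescence of cells measured with 488 nm excitation and 530 nm emission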
# VLA-4 antagonist = inhibitors of LDV-FITC ligand binding to Mn2+-activated human VLA-4 integrin; Jurkat cells, LDV-FITC binding with Mn2+, flow cytometry; 100% = Mn2+-driven binding gain fully reversed; 24,000 compounds, 0.2% hits; P13612; inhibition, % at 10 µM (by protocol);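 active = inhibition above 50%; inconclusive = compound itself fluorescent, judged against control cell fluorescence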;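 note: 0% = Mn2+ stimulated cells lacking compound and 100% = ligand binding without Mn2+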
# Target sequence (P13612 whole entry, looked up): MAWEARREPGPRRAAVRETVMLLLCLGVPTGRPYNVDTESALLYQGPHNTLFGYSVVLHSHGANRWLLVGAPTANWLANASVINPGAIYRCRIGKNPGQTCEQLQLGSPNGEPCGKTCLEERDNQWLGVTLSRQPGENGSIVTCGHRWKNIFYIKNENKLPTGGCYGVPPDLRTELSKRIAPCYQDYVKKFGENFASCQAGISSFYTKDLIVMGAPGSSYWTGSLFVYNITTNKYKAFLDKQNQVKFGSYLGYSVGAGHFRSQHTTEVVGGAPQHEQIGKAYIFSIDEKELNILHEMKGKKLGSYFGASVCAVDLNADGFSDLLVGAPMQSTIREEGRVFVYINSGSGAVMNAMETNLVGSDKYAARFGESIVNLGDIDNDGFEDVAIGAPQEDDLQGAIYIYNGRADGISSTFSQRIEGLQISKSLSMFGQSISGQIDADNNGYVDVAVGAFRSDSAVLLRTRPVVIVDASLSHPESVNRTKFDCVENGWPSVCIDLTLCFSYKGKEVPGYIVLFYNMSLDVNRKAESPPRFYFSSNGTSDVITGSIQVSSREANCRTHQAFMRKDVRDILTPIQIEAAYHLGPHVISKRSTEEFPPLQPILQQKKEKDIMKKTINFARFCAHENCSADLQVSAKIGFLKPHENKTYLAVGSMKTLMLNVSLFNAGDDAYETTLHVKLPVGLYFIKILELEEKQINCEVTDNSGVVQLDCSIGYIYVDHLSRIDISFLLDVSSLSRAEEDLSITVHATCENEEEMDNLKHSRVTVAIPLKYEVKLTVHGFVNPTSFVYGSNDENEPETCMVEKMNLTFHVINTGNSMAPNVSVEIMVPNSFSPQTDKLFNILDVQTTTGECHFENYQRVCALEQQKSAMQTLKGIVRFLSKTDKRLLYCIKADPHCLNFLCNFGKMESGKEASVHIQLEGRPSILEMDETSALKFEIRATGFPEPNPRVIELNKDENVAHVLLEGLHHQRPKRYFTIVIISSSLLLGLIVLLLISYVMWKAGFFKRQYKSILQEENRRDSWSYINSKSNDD
# LNCaP diff act = promotes differentiation of LNCaP prostate cells. flow cytometry side scatter, 4 d. 24,000 compounds, 0.56% hits. side scatter shift, % at 10 µM;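 active = side scatter shift above 30%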;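 note: androgen-responsive LNCaP prostate cancer cells in charcoal-stripped serum medium; percent of cells past a gate set so DMSO wells show 10% shift; higher shift means more granular cells and more differentiation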
# VLA-4 allo ag = allosterically activates the human VLA-4 integrin; P13612; Jurkat cells, LDV-FITC binding, flow cytometry; activation, % at 10 µM (by protocol); 24,000 tested, under 10 active; AID 528;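 active = fluorescent ligand binding to cells raised by more than 40% of the manganese-induced maximum; inconclusive = compound's own fluorescence above 85% of the ligand control signal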;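 note: 0% = ligand binding without compound and 100% = manganese-stimulated maximal binding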
# * marks the source's active call; other numbers are inactive results; u = inconclusive; x = no result given.
# Second line of a record – Jurkat autofluor, VLA-4 antagonist, LNCaP diff act, VLA-4 allo ag
> O=C(NCc1cccs1)C(NS(=O)(=O)c1cccc2nsnc12)c1ccccc1 (stereo not drawn)
 : 1.1, -5, 9, -4
> CCc1c(C)nc2c(C#N)c[nH]n2c1=O
 : 1, -20, 11, -7
> O=C(CC1Nc2ccccc2NC1=O)NCCCN1CCCCCC1 (stereo not drawn)
 : 1.1, -6, 6, 2
> O=C(O)c1ccc2c(c1)ncn2C1CCCCCC1
 : 1.2, -16, 5, -5
> c1coc(-c2nnc(-c3cccs3)o2)c1
 : 0.97, -5, 4, 0
> COC(=O)c1cc2sccc2n1CC(=O)N1CCCc2ccccc21
 : 1.3, u, 10, u
> COC(=O)C1C(=O)c2c([nH]c(C(=O)OCCOC(C)C)c2C)CC1C (stereo not drawn)
 : 1, -5, 5, 0
> CC(C)Oc1ccc(C2C(C(=O)c3ccco3)=C(O)C(=O)N2CCCN(C)C)cc1 (stereo not drawn)
 : 1.1, -24, 10, 2
> CC(c1ccccc1)C(CC(=O)O)C(=O)NC1CCCCC1 (stereo not drawn)
 : 1, -7, 5, -1
> Cn1c(CSc2nc3ccccc3s2)nnc1SCC(=O)NCCN1CCOCC1
 : 1, -2, 15, -2
> O=C(c1ccc(Cl)cc1)C1CCN(C(=O)NC2CCCCC2)CC1
 : 1.1, -2, 4, 2
> CCN(CCCNC(=O)C1CCC(=O)N1Cc1ccc(F)cc1)c1cccc(C)c1 (stereo not drawn)
 : 1.1, 18, 6, -9
> Cc1c(CNCc2cccs2)c(C(=O)O)c(C)n1Cc1ccccc1
 : 1.1, -6, 5, -1
> CCc1c(C(=O)N2CCOCC2)csc1C
 : 1.1, -8, 7, 3
> CC1=CC(=C2C(=O)c3ccccc3C2=O)C=C(C)N1Cc1ccco1
 : 1.1, 13, 11, -5
> CCCCCCCC(=O)OCC(=O)[C@@]1(O)CC[C@H]2[C@@H]3CCC4=CC(=O)CC[C@]4(C)[C@H]3[C@@H](O)C[C@@]21C
 : 1, -12, 7, 0
> CC(C)(C)c1ccc(-c2nnc3sc(-c4ccccn4)nn23)cc1
 : 1.8, u, 9, u
> O=C(CSc1nc2ccccc2c(=O)[nH]1)N1CCCCC1
 : 1.2, u, 2, u
> CC1CN(C(=O)c2cc3cc(Cl)cc(Cl)c3oc2=O)CC(C)O1 (stereo not drawn)
 : 1.1, -12, 6, -6
> COC(=O)c1ccc(CSc2nc3c(cnn3-c3ccc(Cl)cc3)c(=O)[nH]2)o1
 : 1, u, 2, u
> Cn1c(=O)cc(SCC(=O)NCc2ccco2)c2ccccc21
 : 1.1, 3, 6, 4
> CC1CCN(C(=O)c2ccc(C(=O)N3CCC(C)CC3)cc2)CC1
 : 1.1, -40, 9, 7
> O=C1c2cccc3c(Cl)ccc(c23)C(=O)N1O
 : 1.2, u, 6, u
> COc1ccccc1CNS(=O)(=O)c1c(C)noc1C
 : 1, 12, 14, -3
> CCC(=O)N1CCc2cc(Br)cc(S(=O)(=O)NCc3ccco3)c21
 : 1, -13, 1, 0
> CCCC1C(C#N)=C(N)Oc2n[nH]c(C(C)(C)C)c21 (stereo not drawn)
 : 1.1, 5, 5, -10
> COc1ccccc1N1CCN(C(=O)CSc2nc3ncnc(N)c3[nH]2)CC1
 : 0.99, -12, 2, 1
> COc1ccc(OC)c(NC(=O)C2CCN(c3cc(-c4ccccc4)nc4ncnn34)CC2)c1
 : 0.94, -10, 4, -1
> Cc1ccc(C(=O)N(CN2CCCC2=O)c2ccc(F)cc2)cc1
 : 0.9, -10, 15, 8
> CCOC(=O)c1nc2sc3c(c2c(=O)[nH]1)CCCC3
 : 1, 1, 5, -3
> Cn1nc(-c2ccc(Cl)cc2)c2cc(C(=O)N3CCC(N4CCCCC4)CC3)sc21
 : 1, 43, 14, 2
> COc1ccccc1NC(=O)c1cc2n(n1)C(C(F)(F)F)CC(c1ccc3c(c1)OCO3)N2 (stereo not drawn)
 : 1.1, -12, 1, -2
> COc1ccccc1N1CCN(C(=O)CCNS(=O)(=O)c2ccc3c(c2)CCC(=O)N3)CC1
 : 1.1, -9, 9, 0
> Cc1cccc(CN2CCN(CC(=O)NCCCN3CCCC3=O)C2=O)c1
 : 1.1, -7, 7, 4
> CCOC(=O)C(NC(C)=O)(NS(=O)(=O)c1ccccc1)C(F)(F)F (stereo not drawn)
 : 1, -14, 10, 4
> COc1ccc(-c2onc(C)c2-c2ccccc2)c(O)c1
 : 1.1, -2, 13, -5
> O=c1[nH]c2ccsc2c(=O)n1-c1ccc(F)cc1
 : 1, -14, 2, 3
> O=C(Nc1ccc(N2CCOCC2)c(F)c1)c1ccncc1
 : 0.99, -9, 1, -1
> Cn1c(Cn2c(=O)sc3ccccc32)nnc1SCC(=O)Nc1ccccc1F
 : 0.84, u, 6, u
> CN1CCN(C(c2cccc(C(F)(F)F)c2)c2nnnn2C(C)(C)C)CC1 (stereo not drawn)
 : 0.96, -16, 6, 5
> O=C(Nc1ccccc1)N(CCCN1CCOCC1)Cc1cccs1
 : 1, 0, 1, -3
> COc1cc2[nH]c(=O)n(Cc3ccc(C(=O)NCC4CCCO4)cc3)c(=O)c2cc1OC (stereo not drawn)
 : 1.1, 4, 2, 0
> COc1ccc(C2C=C(c3ccccc3)Nc3ncnn32)cc1 (stereo not drawn)
 : 1.1, -2, 10, -2
> CCCSc1n[nH]c(NC(C)=O)n1
 : 1, -21, 1, 3
> Cn1c(SCC(=O)c2ccc(-c3ccccc3)cc2)nnc1-c1ccco1
 : 1.2, -7, 10, 0
> CCNC(=O)c1ccc(NS(=O)(=O)c2ccccc2)cc1
 : 0.99, -22, 18, 3
> COc1cc2[nH]c(=O)n(Cc3ccc(C(=O)NCCCN4CCC(C)CC4)cc3)c(=O)c2cc1OC
 : 1, 36, x, -1
> COc1ccc(N(CC(=O)NCC2CCCO2)S(=O)(=O)c2c(C)noc2C)cc1 (stereo not drawn)
 : 0.92, 17, 9, 2
> O=C(Cn1cccc1C(=O)c1ccccc1)NCc1ccc2c(c1)OCO2
 : 0.99, 19, 4, -5
> CCC(=O)Oc1c(S(=O)(=O)c2ccc(C)cc2)c(C)nn1C(C)(C)C
 : 0.97, 17, 4, 5
> O=C(NC1CCCCCCC1)C1CCN(S(=O)(=O)N2CCC3(CC2)OCCO3)CC1
 : 1.1, 13, 10, -2
> CCOC(=O)c1[nH]c(C)c(C(=O)NC2CCN(C(=O)OCC)CC2)c1C
 : 1, -5, 5, 1
> Cc1ccc(S(=O)(=O)C2(C(=O)N(C)C3CCCCC3)CC2)cc1
 : 0.98, 18, 1, 4
> O=C(Nc1ccc(Cl)cc1C(=O)Nc1ccncc1)c1ccco1
 : 1, -3, 10, 4
> CCCCC(NC(C)=O)c1nc2ccccc2n1CCCC (stereo not drawn)
 : 0.94, 9, 4, 5
> CCN1CCCC1CNC(=O)CSc1cc(=O)n(CC)c2ccccc12 (stereo not drawn)
 : 0.99, -12, 9, 13
> Cn1nc(-c2ccc(Cl)cc2)c2cc(C(=O)N3CCN(c4ccccn4)CC3)sc21
 : 1.3, u, 6, u
> COC(=O)c1[nH]c2c(c1C)C(=O)CC(c1ccc(C)cc1)C2 (stereo not drawn)
 : 1.1, -10, 6, -6
> COC(=O)C1C(=O)c2c([nH]c(C(=O)OC3CCCCC3)c2C)CC1C (stereo not drawn)
 : 1.1, 14, 9, 0
> CCN(CC)C(=O)CSC1=C(C#N)C(c2ccco2)C(C(=O)OCCOC)=C(C)N1 (stereo not drawn)
 : 1, 1, 26, -3

# Single records, as listed above. Values in the order: Jurkat autofluor	VLA-4 antagonist	LNCaP diff act	VLA-4 allo ag
# CC(c1ccccc1)C(CC(=O)O)C(=O)NC1CCCCC1 (stereo not drawn) as listed: 1	-7	5	-1
# O=C(c1ccc(Cl)cc1)C1CCN(C(=O)NC2CCCCC2)CC1 as listed: 1.1	-2	4	2

# Further structures follow:
# Second line of a record – Jurkat autofluor, VLA-4 antagonist, LNCaP diff act, VLA-4 allo ag
> CCOC(=O)CCCn1nc(C)n2c(cc3sccc32)c1=O
 : 1.1, -13, 2, -1
> COc1ccc(NC(=O)C2CCCN(S(=O)(=O)c3cccnc3)C2)cc1 (stereo not drawn)
 : 0.99, -12, 1, 1
> Cc1onc(-c2ccccc2Cl)c1C(=O)Nc1ccc(S(=O)(=O)N2CCCC2)cc1
 : 1.1, -31, 3, -3
> CC(=O)c1cccc(NS(=O)(=O)c2ccc3c(c2)oc(=O)n3C)c1
 : 1.4, -5, 5, -25
> COc1ccc2nc(NC(=O)CCc3nc(-c4ccccc4F)no3)sc2c1
 : 0.94, -13, 13, 0
> COc1ccc2cc(C(=O)Nc3c(C)n(C)n(-c4ccccc4)c3=O)sc(=O)c2c1OC
 : 1, -8, 6, 1
> O=C(Cn1ccc2ccccc2c1=O)NCCC(=O)Nc1ccc2c(c1)OCCO2
 : 0.99, -5, 3, 3
> COc1cccc2[nH]c3c(N4CCCCC4)ncnc3c12
 : 1, 15, x, 0
> CC(=O)Nc1cccc(NC(=O)CSc2nnnn2C)c1
 : 1, -7, 15, 3
> O=C(O)C1CCCN1S(=O)(=O)c1ccc(Br)s1 (stereo not drawn) (tested in a mixture with another compound)
 : 0.96, -8, 2, 3
> CCOc1ccc(NC(=O)CN2CCN(CC(=O)c3ccc(OCC)cc3)CC2)cc1
 : 1.1, 8, 3, -4
> CCCCn1c(SCC(=O)NCc2ccco2)nc2ccc(N3CCOCC3)cc2c1=O
 : 1.2, 14, 8, -4
> Cc1cc(C)nc(NC2=NCC(=O)N2c2ccccc2Br)n1
 : 0.99, -2, 7, 4
> COc1ccc(N2CCN(CCNC(=O)c3cccn4c(=O)c5ccc(Cl)cc5nc34)CC2)cc1
 : 1.2, 7, 5, -1
> COCCNC(=O)c1ccc2c(c1)NC(=O)CS2
 : 1.1, 20, 4, 1

# Structures listed so far that have an aryl thioether with sulfur outside any ring (eleven):
# Second line of a record – Jurkat autofluor, VLA-4 antagonist, LNCaP diff act, VLA-4 allo ag
> Cn1c(CSc2nc3ccccc3s2)nnc1SCC(=O)NCCN1CCOCC1
 : 1, -2, 15, -2
> O=C(CSc1nc2ccccc2c(=O)[nH]1)N1CCCCC1
 : 1.2, u, 2, u
> COC(=O)c1ccc(CSc2nc3c(cnn3-c3ccc(Cl)cc3)c(=O)[nH]2)o1
 : 1, u, 2, u
> Cn1c(=O)cc(SCC(=O)NCc2ccco2)c2ccccc21
 : 1.1, 3, 6, 4
> COc1ccccc1N1CCN(C(=O)CSc2nc3ncnc(N)c3[nH]2)CC1
 : 0.99, -12, 2, 1
> Cn1c(Cn2c(=O)sc3ccccc32)nnc1SCC(=O)Nc1ccccc1F
 : 0.84, u, 6, u
> CCCSc1n[nH]c(NC(C)=O)n1
 : 1, -21, 1, 3
> Cn1c(SCC(=O)c2ccc(-c3ccccc3)cc2)nnc1-c1ccco1
 : 1.2, -7, 10, 0
> CCN1CCCC1CNC(=O)CSc1cc(=O)n(CC)c2ccccc12 (stereo not drawn)
 : 0.99, -12, 9, 13
> CC(=O)Nc1cccc(NC(=O)CSc2nnnn2C)c1
 : 1, -7, 15, 3
> CCCCn1c(SCC(=O)NCc2ccco2)nc2ccc(N3CCOCC3)cc2c1=O
 : 1.2, 14, 8, -4

# The list is partial; rates above refer to the full screens.
